High-throughput results: PubChem, Broad Institute
Cneo AK release: Cryptococcus neoformans lysis via adenylate kinase release; C. neoformans lysis, adenylate kinase release luminescence, 4 h; normalised: neutral wells 0, clomiphene wells 100; lysis activity, % at 15 µM; 360,000 compounds, 0.2% hits;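 active = mean lysis activity across replicates of at least 80%, whatever share of replicates individually reach that level; inactive = mean lysis activity below 80%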
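Assay system: log-phase C. neoformans yeast / Quantity: yeast cell density of 5 × 10^6 cells/mL / Medium: fresh YPD growth medium / Compound: single dose / Timing: static 4 h at 37 °C with compound, 1 h detection / Measured by: adenylate kinase release luminescence / Read-out: lysis from increased AK signal / Benchmarks: Clomiphene as positive lysis control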
Statin myotox sup: suppressors of simvastatin-induced myotoxicity in C2C12 myotubes; ATP luminescence, 48 h; scaled: DMSO 0, geranylgeraniol control 100; rescue of ATP level, % at 7.49 µM; 330,000 compounds, 0.78% hits;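 active = mean ATP rescue above about 67%, or every replicate alone reaching that limit, limit read from the data, passing the limit was not always enough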;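 also: myotubes were challenged with 10 µM simvastatin during compound exposure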
CFTR F508del cor: CFTR F508del correction in bronchial cells; CFBE cells, YFP halide quenching; stimulated with forskolin plus potentiator P3; % fluorescence drop versus neutral controls; activity (quench increase), % at 7.58 µM; 350,000 compounds, 0.36% hits;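 active = mean added fluorescence quench of at least 8% versus neutral control, with both replicates also reaching 8%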;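 also: cells transiently co-express mutant CFTR-F508del with the halide-sensitive YFP; corrector assay measuring rescue of mutant channel to the surface after 24 h compound exposure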
PglD inh: blocks C. jejuni PglD acetyltransferase activity. purified PglD enzyme, DTNB colorimetric CoA detection. inhibition, % at 12.5 µM. 360,000 compounds, 0.098% hits; in the data active = inhibition above about 16%, passing the limit was not always enough; also: strong numbers were not always called active
miR-122 sensor: blocks miR-122 activity in Huh7 sensor cells. Huh7 miR-122 Renilla luciferase sensor, 48 h; neutral wells = 0, positive control = 100. activation (reporter increase), % at 12.5 µM. 340,000 compounds, 0.3% hits. AID 602342;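 active = mean replicate activation score at least 90 and every replicate individually at or above 90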;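 also: higher luciferase means less miR-122 activity so hits act as miR-122 inhibitors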
PGC1a acetyl inh: modulators of PGC1a acetylation | U2OS PGC1a acetylation, AlphaScreen anti-acetyl-lysine; with virally co-expressed GCN5 acetyltransferase | inhibition, % at 15.6 µM | 350,000 compounds, 0.17% hits | AID 651687;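 active = every replicate shows inhibition of at least 40%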;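 also: 0% = neutral control wells and 100% = positive control wells; some results beyond the cut were filed as inactive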
FN deposit inh: fibronectin deposition inhibition. inhibition, % at 12.6 µM. AH1F fibroblasts, Alexa488-fibronectin deposition fluorescence, overnight. AID 743247. 350,000 compounds, 0.086% hits;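 active = mean inhibition across replicates of 30% or more, regardless of how many single replicates reach that level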;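 also: positive control wells lacked labelled fibronectin entirely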
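Assay system: AH1F fibroblasts / Quantity: 10000 cells per well / Medium: DMEM plus 2% serum, read in PBS / Reagent: labelled fibronectin 24 nM / Dosing: single dose, pinned / Times: 1 h cell attachment, overnight exposure to compound and label / Signal: fluorescence, ex 485 nm, em 525 nm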
GSIS activator: primary screen for activators of insulin secretion dependent on glucose, INS-1E cells, GLuc reporter luminescence; AID 743287; 370,000 compounds, 0.61% hits; INS-1E GLuc reporter insulin secretion, 2-3 h; activation, % at 16.6 µM;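 active = lowest replicate activation of at least 40%, so every replicate reaches that level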;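 also: 0% = median of neutral control wells and 100% = median of IBMX positive control wells; some compounds called inactive have numbers as strong as hits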
Numbers without * were called inactive; . = no result given; [ ] = remark or other dose.

SMILES	Cneo AK release	Statin myotox sup	CFTR F508del cor	PglD inh	miR-122 sensor	PGC1a acetyl inh	FN deposit inh	GSIS activator
COC(CN(C)C(C(=O)NC1CCCCC1)c1ccccc1)OC (stereo unspecified)	-0.3	0.0	-2.3	-3.6	-10.3	.	-22.0	-8.6
CC(C)c1cccc(C(C)C)c1OC(=O)[C@H]1OC(c2ccc(Br)cc2)=C[C@@H]1c1ccc(Br)cc1	-3.4	8.1	-1.4	11.3	0.0	.	-9.3	13.5
Cc1ccc(S(=O)(=O)N(C)C[C@@H]2Oc3cc(C#Cc4ccncc4)ccc3S(=O)(=O)N([C@H](C)CO)C[C@@H]2C)cc1	.	-16.7	1.4	.	-25.7[16.7 µM]	9.5	1.6	6.3
O=C(c1cc(F)c(F)cc1Cl)N1CCCCC1	4.7	-6.9	.	-6.2	-7.0	-8.5	.	.
Cc1cc(C(=O)Nc2cccc3c2O[C@H](CN(C)S(=O)(=O)c2ccccc2)[C@@H](C)CN([C@H](C)CO)C3=O)n(C)n1	-10.7	-16.1	0.8	2.6	-4.5[16.7 µM]	-3.8	.	4.6
O=c1[nH]c(CN2CCN(CCO)CC2)nc2ccccc12	-4.0	-4.5	.	-3.7	-8.3	0.7	.	.
C[C@H](NC(=O)C[C@@H]1C=C[C@@H](NC(=O)CN2CCOCC2)[C@H](CO)O1)c1ccccc1	14.0	3.6	0.0	1.6	.	-2.3	-7.0	15.6
O=C(NNC(=O)c1ccc(Oc2cc(Cl)cc(Cl)c2)o1)c1ccccc1	.	-4.0	-0.9	.	.	1.3	6.2	23.2
CCCC(=O)Nc1ccc2c(c1)C(=O)N(C)C[C@@H](OC)[C@H](C)CN(S(=O)(=O)c1cn(C)cn1)[C@@H](C)CO2	17.0	-2.0	0.5	4.4	.	1.1	6.5	21.4
CCCC(=O)Nc1cc(Cl)ccc1N1CCN(C(=O)CC)CC1	-0.3	-2.3	1.6	-1.8	-1.2	-8.3	.	21.2
CCN1[C@@H]2Cn3c(ccc(-c4ccccc4OC)c3=O)[C@H]1[C@@H](C(=O)N[C@@H](C)c1ccccc1)[C@@H]2CO	34.3	-11.7	.	1.5	.	.	.	3.7
O=C(CCCN1C(=O)c2ccccc2C1=O)NC1=NCCS1	-1.7	6.8	.	-7.4	-10.9	0.4	-1.9	.
COC(=O)c1[nH]c2ccc(C)cc2c1NC(=O)C(C)N1CCN(C2CCCCC2)CC1 (stereo unspecified)	-0.4	-5.7	.	-7.2	-5.7	2.5	.	.
COc1cccc(OC)c1OCCN1CCC(C(=O)NC(c2ccc3c(c2)OCO3)c2ccccn2)CC1 (stereo unspecified)	0.2	13.2	-0.8	5.9	0.2	9.1	3.2	-16.7
Cc1cccc2c1NC(=O)C2(O)N1CCCC(C)C1 (stereo unspecified)	1.1	29.3	-7.9	-3.2	-5.5	23.3	-2.0	4.1
CSC1=NCCN1C(=O)c1ccc(S(=O)(=O)N(C)C)cc1	-0.6	9.7	0.0	2.2	.	-3.8	-29.8	-10.5
CCn1ncc(C2=NOC(C(=O)Nc3c(C)n(C)n(-c4ccccc4)c3=O)C2)c1C (stereo unspecified)	-0.2	7.1	-2.6	0.6	.	1.3	5.7	-24.5
O=C(NCC(c1ccco1)N1CCN(c2ccc(F)cc2)CC1)OCc1ccccc1 (stereo unspecified)	-1.4	9.2	1.4	-3.0	-1.8	-2.5	-13.0	-28.7
Cc1ccc(C(O)c2ncc(-c3ccccc3Cl)[nH]2)cc1 (stereo unspecified)	2.0	10.6	-1.5	6.2	35.9	.	-7.5	-18.5
Cc1cc([N+](=O)[O-])ccc1NC(=O)Nc1ccc(F)cc1F	.	.	-0.9	.	.	2.6	-0.8	-1.5
Cc1ccc(N=c2oc3cc(O)ccc3cc2C(N)=O)cc1	0.1	-9.1	.	-0.9	4.8	45.6	-2.3	.
C[C@@H]1CN([C@H](C)CO)S(=O)(=O)c2ccc(C#CC(C)(C)O)cc2O[C@@H]1CN(C)C	-9.5	7.6	-0.9	0.6	-2.0[16.7 µM]	7.5	-4.4	6.0
C[C@@H]1CN([C@H](C)CO)C(=O)c2cccc(NS(=O)(=O)c3cccs3)c2O[C@H]1CN(C)C(=O)NC1CCCCC1	-0.9	-5.3	-0.3	-0.4	2.5[16.7 µM]	9.1	.	7.1
CC(=O)Nc1ccc(Oc2ccc(-c3noc(C)n3)cc2)cc1	-4.0	7.0	.	0.2	-5.7	5.8	.	-8.7
CN(C)c1ccc2c(c1)[C@@H]1C[C@@H](CC(=O)NCc3ccc(-c4ccccc4)cc3)O[C@@H](CO)[C@@H]1O2	.	.	7.0	.	.	3.2	-42.7	-19.5
O=C(C1CCN(S(=O)(=O)c2c(Cl)cccc2Cl)CC1)N1CCCC1	-0.3	-2.1	3.5	3.3	-5.0	.	-6.7	.
CC(C)NC(=O)N(C)C[C@H]1Oc2ccc(NC(=O)CCC(F)(F)F)cc2CC(=O)N([C@@H](C)CO)C[C@@H]1C	-0.5	5.1	0.5	0.6	-9.0[16.7 µM]	2.6	.	22.0
O=C(Cc1cccc(NC(=O)C2CCCN(C(=O)C3CCC3)C2)c1)Nc1cccc(C(=O)N2CCCCC2)c1 (stereo unspecified)	5.2	2.6	-1.0	4.7	.	.	-1.6	-6.8
CC1CC(=O)C2=C(C1)Nc1ncnn1C2c1ccccc1 (stereo unspecified)	0.0	7.5	.	4.1	0.7	.	-4.6	13.6
O=C(Nc1cccc(F)c1)N1CCCCN2[C@H](CO)[C@@H](c3ccc(C#Cc4cccnc4)cc3)[C@H]2C1	48.1	2.1	1.9	1.8	-4.7[16.7 µM]	-3.4	11.4	-31.5
CCOc1ccc(NC(=O)CCC(=O)Nc2cc(OC)c(NC(=O)c3ccco3)cc2OC)cc1	1.3	-9.8	-0.9	2.7	-21.9	-20.5	-5.0	11.8
COc1cc2c(cc1OC)C(C)N(C(=O)c1cc3n(n1)C(C(F)(F)F)CC(c1ccco1)N3)CC2 (stereo unspecified)	-0.9	-6.7	.	-3.3	-8.3	-21.0	.	.
CC(=O)OCc1cc(=O)n(C)c(=O)n1C	-0.1	5.7	.	-3.3	1.1	-26.7	-7.5	15.7
Cc1ccc(C)c2c1[nH]c1ccccc12	-1.8	.	.	-0.3	-2.4	-12.9	11.3	.
CN(C)CC(=O)N1c2ccccc2CCc2ccc(NC(=O)c3ccc(N)cc3)cc21	1.0	-6.6	.	9.9	0.5	2.0	.	6.0
N#C[C@@H]1[C@H](c2ccccc2)[C@H](CO)N1C(=O)Cc1ccccc1	0.7	6.5	0.9	3.1	.	4.1	-8.3	5.2
O=C(COC(=O)COc1ccccc1)Nc1ccc(Cl)cn1	-1.5	-0.6	0.5	3.1	.	.	-7.0	-3.5
CCOc1ccc(CNS(=O)(=O)c2ccc(-c3ccc(=O)[nH]n3)o2)cc1OC	0.3	10.5	-0.8	1.5	-4.7	3.2	9.4	2.8
O=C(NCCOCC(F)(F)C(F)F)c1cc(F)c(F)cc1Cl	.	1.2	-4.2	.	2.5	-4.3	.	-10.1
CCOC(=O)c1cc2c(=O)n3cccc(C)c3nc2n(Cc2ccco2)c1=NC(=O)c1cccnc1	-0.4	.	.	0.5	-1.4	10.7	.	.

Retrieved one by one from the entries so far, 2 records:
SMILES	Cneo AK release	Statin myotox sup	CFTR F508del cor	PglD inh	miR-122 sensor	PGC1a acetyl inh	FN deposit inh	GSIS activator
CCOc1ccc(NC(=O)CCC(=O)Nc2cc(OC)c(NC(=O)c3ccco3)cc2OC)cc1	1.3	-9.8	-0.9	2.7	-21.9	-20.5	-5.0	11.8
CCCC(=O)Nc1cc(Cl)ccc1N1CCN(C(=O)CC)CC1	-0.3	-2.3	1.6	-1.8	-1.2	-8.3	.	21.2

Given with two lines to a compound: part of the list above
The line under a structure holds: Cneo AK release	Statin myotox sup	CFTR F508del cor	PglD inh	miR-122 sensor	PGC1a acetyl inh	FN deposit inh	GSIS activator
- Cc1ccc(S(=O)(=O)N(C)C[C@@H]2Oc3cc(C#Cc4ccncc4)ccc3S(=O)(=O)N([C@H](C)CO)C[C@@H]2C)cc1
 : .	-16.7	1.4	.	-25.7[16.7 µM]	9.5	1.6	6.3
- O=C(c1cc(F)c(F)cc1Cl)N1CCCCC1
 : 4.7	-6.9	.	-6.2	-7.0	-8.5	.	.

(more compounds)
SMILES	Cneo AK release	Statin myotox sup	CFTR F508del cor	PglD inh	miR-122 sensor	PGC1a acetyl inh	FN deposit inh	GSIS activator
CO[C@@H]1CN(C)C(=O)c2cc(NC(=O)NC3CCCCC3)ccc2OC[C@@H](C)N(CC2CC2)C[C@@H]1C	-2.1	2.4	1.7	-5.3	-7.1[16.7 µM]	10.9	5.8	12.9
CCOc1ccc(-n2c(=S)sc3c(=O)[nH]c(SCC(=O)NCC4CCCO4)nc32)cc1 (stereo unspecified)	-1.0	.	2.8	-2.9	-9.2	5.4	-4.5	-2.6
Cn1c(=O)c(=O)n(C)c2cc(S(=O)(=O)CCC(=O)Nc3ccccc3C(F)(F)F)ccc21	2.0	-0.9	0.7	.	-1.6	4.3	7.4	-5.4
C[C@H]1CN([C@@H](C)CO)C(=O)c2cccc(NC(=O)NC3CCCCC3)c2O[C@@H]1CN(C)C(=O)NC1CCCCC1	-1.5	-22.7	0.4	5.3	72.8[16.7 µM]	0.3	.	-3.5
COc1ccc(-n2c(SCC(N)=O)nc3nc4c(cc3c2=O)COC(C)(C)C4)cc1	0.0	6.6	.	0.3	-6.2	3.7	.	.
O=C(C1CCOCC1)N1CC(=O)N2[C@H](C1)[C@H](c1ccc(C#CC3CCCCC3)cc1)[C@@H]2CO	.	.	-3.1	.	.	-1.3	-1.9	-0.1
CC(C)CCNC(=O)CNC(=S)N(CCCN1CCOCC1)Cc1cccs1	-1.1	.	.	-9.4	9.9	.	0.7	2.8
CC(=O)c1nn(-c2ccc(Cl)cc2)cc1C(=O)c1ccccc1	-0.3	.	-1.8	3.4	4.9	2.1	2.0	.
CC(NS(=O)(=O)c1ccc2c(c1)CC(=O)N2C)c1ccccc1 (stereo unspecified)	10.9	-2.0	1.0	2.1	-0.4	.	-6.8	-5.6
CC(C)(C)c1ccc(C(O)c2ncc(-c3ccccc3Cl)[nH]2)cc1 (stereo unspecified)	0.1	-2.9	2.2	-0.9	12.6	.	2.8	-3.5
CCn1c2ccccc2c2cc(NC(=O)COC(=O)c3cc(S(N)(=O)=O)c(Cl)cc3Cl)ccc21	.	.	4.8	.	.	-13.1	9.3	14.6
CC(=O)Nc1ccc(S(=O)(=O)N2CCN(S(=O)(=O)c3ccc(NC(C)=O)cc3)CC2)cc1	3.4	-1.5	-0.4	4.4	-13.7	9.4	-11.1	12.3
CCOc1ccc(CNS(=O)(=O)c2cc(-c3cc(C)no3)ccc2OC)cc1OC	1.7	-0.8	2.7	3.0	-6.3	7.7	-13.2	20.4
CC(=O)N[C@@H]1CC[C@@H](CCNC(=O)C2CCCC2)O[C@@H]1CO	-3.6	-4.0	1.1	-0.3	-1.8[16.7 µM]	3.6	.	1.9
Cc1ccccc1Cn1cc(NC(=O)c2nc3ncccn3n2)cn1	2.0	7.4	.	-0.7	0.3	-15.4	.	.
C[C@@H]1CN([C@H](C)CO)C(=O)c2cc(C#CCc3ccccc3)cnc2O[C@H]1CN(C)C(=O)C1CCOCC1	0.3	-3.4	-0.1	-2.6	.	-2.4	.	2.0
CCCNC(=O)N1[C@H](C#N)[C@@H](c2ccccc2-c2ccc(F)cc2)[C@@H]1CO	.	.	0.2	.	.	-5.3	-3.2	-3.9
Cc1nn(S(=O)(=O)c2ccc(F)cc2)c(C)c1S(=O)(=O)N1CCCCC1	-1.9	-6.8	1.5	4.5	-0.7	-5.0	-6.8	-7.5
